RECQ1 helicase: blocks DNA unwinding by human RECQ1 | P46063 | 240,000 compounds, 0.54% hits | Potency, µM (highest dose often 57.3 µM), for inactives: top-dose activity, negative = inhibition, hits mostly inhibitors | RECQ1 DNA unwinding, red fluorescence kinetic read | AID 2549; active means well fitted inhibition curve with a large enough effect; inconclusive means small, poorly fitted or top-dose-only effect;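 further: plate controls were vehicle for no effect and no enzyme for full effect; nearly all actives have a fitted effect of over 30% in size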
Target sequence (P46063 whole entry, looked up): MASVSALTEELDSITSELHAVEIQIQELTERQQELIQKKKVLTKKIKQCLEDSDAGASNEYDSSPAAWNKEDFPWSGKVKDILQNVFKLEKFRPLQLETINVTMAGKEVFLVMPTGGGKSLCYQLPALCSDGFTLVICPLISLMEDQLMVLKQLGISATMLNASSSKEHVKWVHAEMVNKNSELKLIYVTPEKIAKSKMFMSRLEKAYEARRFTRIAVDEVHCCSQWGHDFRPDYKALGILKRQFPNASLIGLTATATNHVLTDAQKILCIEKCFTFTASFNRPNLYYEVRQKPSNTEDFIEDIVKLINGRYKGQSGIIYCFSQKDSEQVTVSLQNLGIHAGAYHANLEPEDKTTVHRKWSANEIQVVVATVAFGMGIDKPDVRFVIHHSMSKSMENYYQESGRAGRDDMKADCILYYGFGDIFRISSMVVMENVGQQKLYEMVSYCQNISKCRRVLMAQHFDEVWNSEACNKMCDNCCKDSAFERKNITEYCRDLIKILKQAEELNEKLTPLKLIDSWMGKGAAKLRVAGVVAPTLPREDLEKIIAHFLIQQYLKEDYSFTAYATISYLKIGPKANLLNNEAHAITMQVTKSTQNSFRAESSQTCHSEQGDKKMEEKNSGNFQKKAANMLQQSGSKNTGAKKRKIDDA
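50 nM RECQ1T1 preincubated 15 min with compound in Tris pH 8.0 buffer with MgCl2, DTT, Tween-20 and 2.5 ug/ml poly(dI-dC); started with 200 nM TAMRA/BHQ-2 forked duplex and 2 mM ATP. Unwinding read as fluorescence (525/598 nm), two reads 2 h apart.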
JMJD2E inh: JMJD2E (human) inhibition | AID 2147 | 230,000 compounds, 1.6% hits | JMJD2E catalytic domain, FDH-coupled NADH fluorescence (FDH is formaldehyde dehydrogenase) | B2RXH2 | Potency, µM (series often up to 57.1 µM), inactives show at the top dose activity change, negative = inhibition, actives largely listed as inhibitors; active means well fitted inhibition curve with a large enough effect, not every such curve was filed as active; inconclusive means small, poorly fitted or top-dose-only effect, or another doubt; inactive means no such curve, though single readings can be large or run the other way;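 further: 0% = wells with enzyme and -100% = buffer wells without enzyme; nearly all actives have a fitted effect of over 50% in size; many of its hits are not listed in these tables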
Target sequence (B2RXH2 1-337 limits assumed): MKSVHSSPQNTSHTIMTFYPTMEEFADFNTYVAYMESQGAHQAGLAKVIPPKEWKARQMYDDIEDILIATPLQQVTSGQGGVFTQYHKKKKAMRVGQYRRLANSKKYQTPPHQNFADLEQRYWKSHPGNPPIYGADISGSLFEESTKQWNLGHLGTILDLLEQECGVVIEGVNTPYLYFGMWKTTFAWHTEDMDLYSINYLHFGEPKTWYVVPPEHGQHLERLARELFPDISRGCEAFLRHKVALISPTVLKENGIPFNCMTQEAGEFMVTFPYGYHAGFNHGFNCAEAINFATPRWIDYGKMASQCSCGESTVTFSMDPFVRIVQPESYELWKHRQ
Numbers without * were called inactive; i = inactive; ? = inconclusive; . = not tested or not shown. Potency means the concentration at half of the fitted maximal effect. Only part of the results is shown, so the mix of outcomes need not match the whole.

1) CC(C)Cc1nc(SCC(=O)Nc2nnc(CC(C)C)s2)n[nH]1
2) Cn1c(=O)c2c(ncn2CC(=O)Nc2nc(-c3ccc(F)c(F)c3)cs2)n(C)c1=O
3) Cc1cc(C)c2c(=O)n(CC(=O)Nc3ccc(Cl)cc3)sc2n1
4) CCS(=O)(=O)c1ccc(O)c(NC(=O)Nc2ccc(C(C)(C)C)cc2)c1
5) CCn1c(SCC(=O)N/N=C/c2ccccc2OCC(=O)O)nnc1-c1ccccc1
6) COc1ccc(Cc2nnc(Nc3ccc(Cl)cc3)[nH]c2=O)cc1

assay / compound,1,2,3,4,5,6
RECQ1 helicase,-0.6%,-11.1%,-5.7%,-13.9%,-4.7%,-4.3%
JMJD2E inh,-0.2%,4.3%,28.2µM*,-3.1%,2.6%,0.7%

Structures listed so far containing four or more nitrogen atoms (4):
1) CC(C)Cc1nc(SCC(=O)Nc2nnc(CC(C)C)s2)n[nH]1
2) Cn1c(=O)c2c(ncn2CC(=O)Nc2nc(-c3ccc(F)c(F)c3)cs2)n(C)c1=O
5) CCn1c(SCC(=O)N/N=C/c2ccccc2OCC(=O)O)nnc1-c1ccccc1
6) COc1ccc(Cc2nnc(Nc3ccc(Cl)cc3)[nH]c2=O)cc1

assay / compound,1,2,5,6
RECQ1 helicase,-0.6%,-11.1%,-4.7%,-4.3%
JMJD2E inh,-0.2%,4.3%,2.6%,0.7%

Next section:
7) O=C(NCc1cccs1)c1cc(-c2ccc(O)cc2)on1
8) CCOC(=O)COc1cccc2c(=O)n(CC(N)=O)ccc12
9) COc1ccc(CN=C(C#N)C2=C(O)c3ccccc3C2=O)cc1
10) Oc1ccc(/C=N/Nc2nn3cnnc3c3ccccc23)cc1
11) CCOC(=O)C(=Cc1c[nH]c2ccc(S(=O)(=O)N(C)C)cc12)C(=O)OCC
12) CNC(=O)Cc1csc2ccc(C)cc12

assay / compound,7,8,9,10,11,12
RECQ1 helicase,i,-10.2%,i,-19.2%,-6.1%,-1.5%
JMJD2E inh,?,?,-19.2%,-17.6%,-3.2%,12.3%

13) COC(=O)COc1cccc2c(=O)n(CC(=O)N3CCC(C)CC3)ccc12
14) Cc1ccc(SC(=O)c2c([N+](=O)[O-])c(C)nn2C)cc1
15) NC(=O)c1ccc(Oc2ccc(Cl)cc2)c([N+](=O)[O-])c1
16) O=C1CC(N2CCOCC2)C(=O)N1c1ccc(Cl)cc1 (stereo not drawn)
17) COC(=O)c1cccc(NC(=S)Nc2ccccc2Cl)c1
18) CCn1cc(C(=O)O)c(=O)c2cc(F)c(N3CCN(C(=S)Nc4ccc(OC)cc4)CC3)cc21

assay / compound,13,14,15,16,17,18
RECQ1 helicase,-2.0%,-4.4%,-12.9%,-7.0%,i,3.8%
JMJD2E inh,?,-9.1%,-2.0%,0.6%,-3.5%,?

19) O=C(c1ccc(Cl)nc1)N1CCN(S(=O)(=O)c2ccccc2)CC1
20) Cc1ccc(/C=C/C(=O)N2CCN(S(=O)(=O)/C=C/c3ccccc3)CC2)o1
21) COc1cc2nc(CN(C)Cc3ccc(SC)cc3)[nH]c(=O)c2cc1OC
22) O=C(Nc1nnc(COc2ccccc2F)s1)Nc1ccccc1F
23) CCOc1ncccc1C(=O)N1CCN(S(=O)(=O)c2ccc3ccccc3c2)CC1
24) COc1ccc(NC(=O)C2CCC(CNc3c(N4CCCCC4)c(=O)c3=O)CC2)c(OC)c1 (stereo not drawn)

assay / compound,19,20,21,22,23,24
RECQ1 helicase,-12.4%,-4.1%,0.3%,1.3%,-0.6%,i
JMJD2E inh,0.4%,-19.5%,-1.0%,-0.4%,2.0%,3.0%

25) O=C(CN1C(=O)C2C3C=CC(C3)C2C1=O)Nc1ccc(S(=O)(=O)Nc2nccs2)cc1 (stereo not drawn)
26) O=C(c1ccccc1F)N1CCN(c2ccc([N+](=O)[O-])cc2-n2cccc2)CC1
27) COc1cc(/C=C/C(=O)N2CCN(C)CC2)cc(S(=O)(=O)N2CCc3ccccc32)c1OC
28) C/C(=N\NC(=O)c1nnn(-c2nonc2N)c1COc1ccc(F)cc1)c1ccc(Cl)cc1
29) OC(CNCc1ccc2c(c1)OCO2)COc1ccc(F)cc1 (stereo not drawn)
30) Cn1cc(C(=O)c2ccc(Cl)cc2Cl)cc1C(=O)N/N=C(\N)COc1ccc(Cl)cc1

assay / compound,25,26,27,28,29,30
RECQ1 helicase,-18.5%,2.2%,-13.0%,-7.3%,-9.7%,-10.9%
JMJD2E inh,-10.1%,-13.6%,-1.9%,-2.6%,7.8%,?

From no. 13 up to 14, as listed above:
13) COC(=O)COc1cccc2c(=O)n(CC(=O)N3CCC(C)CC3)ccc12
14) Cc1ccc(SC(=O)c2c([N+](=O)[O-])c(C)nn2C)cc1

assay / compound,13,14
RECQ1 helicase,-2.0%,-4.4%
JMJD2E inh,?,-9.1%

Going on with the list:
31) Cc1cc(C)cc(N(CC(=O)NC2CCC(C)CC2)S(=O)(=O)c2c(C)[nH]c(=O)[nH]c2=O)c1 (stereo not drawn)
32) O=C(NCCC1=CCCCC1)C1CCC(CNc2c(N3CCCC3)c(=O)c2=O)CC1 (stereo not drawn)
33) Cc1ccc(Cl)cc1NC(C#N)c1ccccc1 (stereo not drawn)
34) CC1(C)CC2(CCO1)OC(=O)CC2C(=O)Nc1c(Cl)cccc1Cl (stereo not drawn)
35) CC(C)Oc1ccc(C(=O)NC(Cc2c[nH]c3ccccc23)C(=O)NN)cc1 (stereo not drawn)
36) O=C(c1cccs1)N1CCN=C1SCc1cccc(F)c1

assay / compound,31,32,33,34,35,36
RECQ1 helicase,i,24.0%,-2.8%,i,-12.9%,-3.2%
JMJD2E inh,-2.4%,-9.5%,-8.0%,-1.7%,0.2%,-4.8%

37) COc1ccc(CN2C(=O)CS/C2=N/N=C/c2cccs2)cc1
38) CC(C)(C)N1CCC1CN (stereo not drawn)
39) CC(=O)Nc1sc(-c2ccc(Cl)cc2)nc1-c1ccccc1
40) COc1ccc(Nc2cc(Cl)ccc2C(=O)O)cn1
41) Cc1ccc(S(=O)(=O)NCC(=O)NCC(=O)OC(C(=O)NC(N)=O)C(C)C)cc1C (stereo not drawn)
42) CN(C)CCNC(=O)c1scc2c1CCCC2

assay / compound,37,38,39,40,41,42
RECQ1 helicase,i,16.7%,-0.9%,5.1%,-5.0%,-15.8%
JMJD2E inh,3.0%,-0.1%,?,-7.0%,1.5%,-11.2%

Arranged by count of non-hydrogen atoms (low to high): some entries from above
42) CN(C)CCNC(=O)c1scc2c1CCCC2
40) COc1ccc(Nc2cc(Cl)ccc2C(=O)O)cn1
41) Cc1ccc(S(=O)(=O)NCC(=O)NCC(=O)OC(C(=O)NC(N)=O)C(C)C)cc1C (stereo not drawn)

assay / compound,42,40,41
RECQ1 helicase,-15.8%,5.1%,-5.0%
JMJD2E inh,-11.2%,-7.0%,1.5%

Carrying on:
43) COc1ccc(NC(=S)N(CCO)Cc2cc3c(C)cc(C)cc3[nH]c2=O)cc1
44) NC(=O)c1ccc(-c2csnn2)cc1
45) O=C(CCN1CCc2ccccc2C1)Nc1ccc(F)c(F)c1
46) O=C(O)CSc1nnc(CNc2ccc(F)cc2)n1-c1ccccc1
47) COc1ccc2nc(NC(=O)CC3Oc4ccccc4NC3=O)sc2c1 (stereo not drawn)
48) COc1ccc(CNCC(O)COc2ccc(C)cc2[N+](=O)[O-])cc1 (stereo not drawn)

assay / compound,43,44,45,46,47,48
RECQ1 helicase,-4.0%,i,i,-8.0%,-3.5%,0.8%
JMJD2E inh,-24.9%,1.4%,-9.1%,-1.8%,7.9%,-4.5%

49) OCC(CO)(CO)NC(=S)Nc1cc(Cl)cc(Cl)c1
50) OC1=C(O)c2nc3cc(C(F)(F)F)ccc3nc21
51) CCN1CCN(c2cc(C)c3cc(NC(=O)c4cccc(OC)c4)ccc3n2)CC1
52) COc1ccc(NC(=O)NCCCN2CCN(c3ccccc3F)CC2)cc1
53) Brc1ccc(C2=CC(c3ccco3)n3nnnc3N2)cc1 (stereo not drawn)
54) N#Cc1ccc(-c2cccnc2)nc1SCC(N)=O

assay / compound,49,50,51,52,53,54
RECQ1 helicase,27.1%,-3.3%,-7.6%,i,20.7%,-0.9%
JMJD2E inh,-11.6%,?,-0.9%,3.2%,0.2%,?

55) O=C(CCn1c(=S)oc2ccccc21)NC1CCCCCCC1
56) O=C(Nc1nc2c(Br)cc(Br)cc2c(=O)s1)c1ccco1
57) Cc1nc(CS(=O)(=O)c2ccccn2)sc1C(=O)NNC(=O)c1c(F)cccc1Cl
58) O=C(CSCC(=O)Nc1cccc2ccccc12)Nc1cccc2ccccc12
59) CCc1cccc(C)c1N1C(=O)CC(C)(C)CC1=O
60) CC(=O)Nc1ccc(NS(=O)(=O)c2cc(Cl)ccc2Cl)cc1

assay / compound,55,56,57,58,59,60
RECQ1 helicase,-3.1%,-5.1%,-5.8%,-4.4%,i,-5.1%
JMJD2E inh,-5.9%,-0.9%,-5.4%,-8.9%,3.5%,0.3%

61) CCc1nnc(NS(=O)(=O)c2ccc(NC(=O)c3ccccc3)cc2)s1
62) CCN(CC)S(=O)(=O)c1ccc(N2CCOCC2)c(NC(=O)CCOc2ccccc2)c1
63) Cc1ccccc1NC(=O)CN1C(=O)CSc2ccccc21
64) C/C(=N\NC(N)=S)c1ccncc1
65) Cn1c(O)c(/C=C2\C=Nc3ccccc32)sc1=Nc1ccc(C(=O)O)cc1
66) Cc1cc2nc(=O)c(/C=C3\C=Nc4ccccc43)c(N)n2o1

assay / compound,61,62,63,64,65,66
RECQ1 helicase,18.4%,-0.8%,-6.6%,-10.5%,-14.6%,-4.9%
JMJD2E inh,11.4%,4.0%,4.7%,1.4%,-7.8%,.

67) N#C/C(=C(O)\C=C\c1ccccc1)c1nc2ccccc2[nH]1
68) O=C(O)c1cc2nccc(-c3ccco3)n2n1
69) N#Cc1c(Nc2ccc(Cl)cc2)s[nH]c1=O
70) Cn1c(N)c(C(=O)CSc2nc3ccccc3[nH]2)c(=O)n(C)c1=O
71) CN(C)c1ccc(/C=C2\C(=N)N3C(=NC2=O)Sc2cc(S(C)(=O)=O)ccc23)cc1
72) COc1ccc(N(CC(=O)Nc2ccc3c(c2)OCO3)S(=O)(=O)c2ccccc2)cc1OC

assay / compound,67,68,69,70,71,72
RECQ1 helicase,-1.2%,i,8.0%,-3.6%,-8.0%,i
JMJD2E inh,?,?,-12.4%,7.7%,-9.0%,6.2%

73) COc1ccc(S(=O)(=O)n2nc(-n3c(C)ccc3C)c3c(F)cccc32)cc1OC
74) COc1cccc(F)c1C(C[N+](=O)[O-])c1c(N)n(C)c(=O)n(C)c1=O (stereo not drawn)
75) Cc1ccc2nc(NCc3ccccc3)c(C=NCc3cccnc3)c(=O)n2c1
76) O=[N+]([O-])c1cnc2ccccn12
77) N#CCc1cc2ccc3cccc4ccc(c1)c2c34
78) CCOC(=O)N1CCN(c2nc3ccccc3n3cnnc23)CC1

assay / compound,73,74,75,76,77,78
RECQ1 helicase,-7.3%,-11.1%,i,-4.6%,-12.4%,-3.4%
JMJD2E inh,-19.4%,11.3%,?,-6.3%,?,0.1%

79) Cc1cccc2c1-c1sc(C(=O)Nc3ccccc3N3CCN(C)CC3)cc1CO2
80) O=C(O)/C=C/c1cn(Cc2ccccc2)nc1-c1cccnc1
81) O=C(c1ccc2nc(-c3ccccc3)c(-c3ccccc3)nc2c1)N1CCCCC1
82) COC(=O)c1ccc(S(=O)(=O)N2CCCCCC2)n1C
83) O=C(NCc1ccc(F)cc1)C(Cc1ccccc1)n1cccc1 (stereo not drawn)
84) Cc1nc(N)sc1C(=O)N/N=C/c1ccc([N+](=O)[O-])cc1

assay / compound,79,80,81,82,83,84
RECQ1 helicase,-7.1%,-11.0%,1.0%,18.2%,-1.2%,-9.2%
JMJD2E inh,?,-2.9%,6.9%,2.1%,-31.8%,-15.1%

85) Cc1ccsc1C1CC(=O)Nc2ccccc2S1 (stereo not drawn)
86) CN(C1CC(C)(C)NC(C)(C)C1)S(=O)(=O)CC12CCC(CC1=O)C2(C)C (stereo not drawn)
87) Cc1cc(C(=O)Nc2nnc(C(F)(F)F)s2)cs1
88) CN(C)CC1CCCCC1OC(=O)/C=C/c1ccccc1 (stereo not drawn)
89) CNc1nc(SC)n(C)c(=O)c1N=O
90) O=S(=O)(O)c1cccc(N=Nc2c(O)ccc3ccccc23)c1
91) Cc1cc(C(=O)Nc2ccc(S(=O)(=O)N3CCOCC3)cc2)c(C)o1
92) CC(=O)NCCc1nc2ccccc2n1CCOc1ccccc1

assay / compound,85,86,87,88,89,90,91,92
RECQ1 helicase,-4.1%,i,i,-0.8%,15.1%,-14.0%,-5.2%,-6.2%
JMJD2E inh,-0.3%,-3.7%,-5.2%,4.8%,4.5%,-8.8%,-1.5%,7.1%
